mIAP inh: blocks mouse intestinal alkaline phosphatase. 330,000 tested, 0.2% active. purified mouse IAP, CDP-Star luminescence, 30 min. inhibition, % at 10 µM;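 active = inhibition of at least 40% at 10 µM in the primary screen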;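 also: plate controls were DMSO with enzyme for no effect and no enzyme wells for full effect; values of inactives mirror those of a sister screen read the other way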
PfGluPho inh: PfG6PD (Plasmodium falciparum) enzyme inhibition; inhibition, % at 20 µM; 350,000 tested, 0.78% active; PfGluPho enzyme, NADPH resazurin-diaphorase fluorescence;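 active = inhibition reaching at least a set limit at 20 µM in the primary screen, cut at about 59% in these data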;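 also: 0% = DMSO wells with substrate and 100% = DMSO wells lacking glucose-6-phosphate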
hIAP act: increases human intestinal alkaline phosphatase activity; purified human IAP, CDP-Star luminescence, 30 min; hits give high values; 1 = vehicle-only enzyme, 0 = enzyme-free background; activation factor at 10 µM; 330,000 tested, 0.16% active; AID 2524;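 active = activation factor of the enzyme at least 2-fold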; also: the source names both 10 and 20 µM as test concentration; values of inactives mirror those of a sister screen read the other way
Target sequence (P09923 whole entry, looked up): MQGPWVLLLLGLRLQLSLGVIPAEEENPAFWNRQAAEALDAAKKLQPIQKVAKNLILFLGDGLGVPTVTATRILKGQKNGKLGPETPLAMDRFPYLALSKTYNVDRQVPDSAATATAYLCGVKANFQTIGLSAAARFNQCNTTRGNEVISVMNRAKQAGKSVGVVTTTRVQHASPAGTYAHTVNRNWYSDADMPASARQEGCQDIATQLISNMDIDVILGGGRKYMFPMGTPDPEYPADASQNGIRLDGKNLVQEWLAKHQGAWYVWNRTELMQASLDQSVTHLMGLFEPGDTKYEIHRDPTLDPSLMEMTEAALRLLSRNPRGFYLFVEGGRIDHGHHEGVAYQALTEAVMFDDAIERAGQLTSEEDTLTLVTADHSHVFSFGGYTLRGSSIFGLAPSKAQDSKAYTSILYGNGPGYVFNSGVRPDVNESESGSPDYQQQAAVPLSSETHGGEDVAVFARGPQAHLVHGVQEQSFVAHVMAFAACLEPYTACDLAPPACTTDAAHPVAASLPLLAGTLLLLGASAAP
mIAP act: increases mouse intestinal alkaline phosphatase activity. muIAP, CDP-Star luminescence, 30 min; hits give high values; 1 = vehicle-only enzyme signal, 0 = enzyme-free wells. activation factor at 10 µM. 330,000 tested, 0.24% active;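 active = activation factor of at least 2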; also: the source names both 10 and 20 µM as test concentration; values of inactives mirror those of a sister screen read the other way
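Assay system: mouse IAP enzyme; Reagent: CDP-Star chemiluminescent phosphatase substrate; Compound: DMSO-dissolved test compounds; Incubation: 30 min, room temperature; Technique: luminescence from enzymatic CDP-Star hydrolysis; Controls: DMSO-only wells and no-enzyme negative control.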
APOBEC3A inh: inhibitors of human APOBEC3A DNA deaminase; inhibition, % at 20 µM; 330,000 tested, 0.41% active; P31941; AID 493011; recombinant A3A, FAM/TAMRA ssDNA deamination fluorescence;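 active = at least 40% inhibition at 20 µM here, with at most 30% in a related deaminase screen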;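 also: plate controls were A3A with DMSO for no effect and wells lacking A3A enzyme for full effect; some results filed as inactive read as strong as hits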
Target sequence (P31941 whole entry, looked up): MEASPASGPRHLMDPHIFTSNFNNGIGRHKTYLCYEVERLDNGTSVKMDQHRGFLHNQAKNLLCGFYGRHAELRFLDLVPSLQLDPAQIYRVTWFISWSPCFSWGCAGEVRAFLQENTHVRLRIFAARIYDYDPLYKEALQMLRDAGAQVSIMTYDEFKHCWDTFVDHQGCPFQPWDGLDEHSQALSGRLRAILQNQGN
HKDC1 inhibitor: inhibitors of human hexokinase HKDC1; recombinant HKDC1, G6PDH/diaphorase resazurin coupled fluorescence; AID 493160; 340,000 tested, 0.16% active; Q2TB90; inhibition, % at 20 µM;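 active = inhibition above about 35% when tested at 20 µM, limit read from the data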;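 also: plate controls were DMSO wells with enzyme for no effect and DMSO wells lacking enzyme for full effect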
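Test system: HK5 enzyme. Quantity: 5 µg/mL HK5 final. Reagent: glucose and ATP substrates. Schedule: 90 min reaction incubation at room temperature, dark. Technique: resazurin-to-resorufin fluorescence via G6PDH and diaphorase coupling, 525/613 nm. Control set: DMSO wells with and without enzyme mix.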
hIAP inh: blocks human intestinal alkaline phosphatase; purified IAP, CDP-Star luminescence, 30 min; inhibition, % at 10 µM; 330,000 tested, 0.12% active;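 active = inhibition reaching a set limit with compound at 10 µM in the primary screen, cut at about 35% in these data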;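 also: plate controls were DMSO wells with enzyme for no effect and no-enzyme buffer wells for full effect; values of inactives mirror those of a sister screen read the other way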
ATG4B inh: inhibitors of human ATG4B cysteine protease; 340,000 tested, 0.51% active; ATG4B cleavage of LC3-PLA2, NBD-HPC fluorescence, 1 h; inhibition, % at 8.33 µM; AID 504462; Q9Y4P1; in the data active = inhibition above about 40%
An asterisk follows results filed as active.

molecule | mIAP inh | PfGluPho inh | hIAP act | mIAP act | APOBEC3A inh | HKDC1 inhibitor | hIAP inh | ATG4B inh
COc1ccc(C(=O)Nc2ccc3[nH]ccc3c2)cc1 | -10 | 16 | 1.6 | 1.1 | -7 | 5 | -59 | 11
CCCNC(=O)NS(=O)(=O)c1cnccc1Sc1ccc(Cl)c(Cl)c1 | -4 | 26 | 0.94 | 1 | 2 | -6 | 6 | -6
CC(=O)Oc1ccc2c(c1)C(=O)c1ccccc1CO2 | 4 | 3 | 0.91 | 0.96 | -3 | 0 | 9 | -6
O=C(Nc1ccccc1C(F)(F)F)NC1CCCCCCC1 | -12 | 5 | 0.86 | 1.1 | -1 | 8 | 14 | 20
CC(NC(=O)NC(=O)c1ccc(Cl)cc1)c1ccccc1 (stereo not given) | 9 | -5 | 1 | 0.91 | -1 | -6 | -2 | 4
O=C(CC(=O)Nc1ccccc1)Nc1ccccc1 | -12 | -5 | 1.1 | 1.1 | 4 | -4 | -8 | 4
Cn1c(SCC(=O)Nc2ccc(C(=O)O)cc2)nc2scc(-c3ccccc3Cl)c2c1=O | -2 | -35 | 1.1 | 1 | -1 | -3 | -7 | -7
CSCC[C@H](NC(=O)[C@H](Cc1ccccc1)n1c(=O)[nH]c2ccccc2c1=O)C(=O)NCC1CCC(C(=O)O)CC1 (stereo not given in full) | 5 | 15 | 1 | 0.95 | 0 | -9 | 0 | -4

Gathered by group: the entries above containing an NH in an aromatic ring (2)
molecule | mIAP inh | PfGluPho inh | hIAP act | mIAP act | APOBEC3A inh | HKDC1 inhibitor | hIAP inh | ATG4B inh
COc1ccc(C(=O)Nc2ccc3[nH]ccc3c2)cc1 | -10 | 16 | 1.6 | 1.1 | -7 | 5 | -59 | 11
CSCC[C@H](NC(=O)[C@H](Cc1ccccc1)n1c(=O)[nH]c2ccccc2c1=O)C(=O)NCC1CCC(C(=O)O)CC1 (stereo not given in full) | 5 | 15 | 1 | 0.95 | 0 | -9 | 0 | -4

Remaining list, next part:
molecule | mIAP inh | PfGluPho inh | hIAP act | mIAP act | APOBEC3A inh | HKDC1 inhibitor | hIAP inh | ATG4B inh
CCC1Oc2ccccc2C(=O)N(CC(=O)c2ccc3c(c2)OCCO3)C1=O (stereo not given) | 8 | 9 | 1 | 0.92 | -5 | 0 | -2 | 6
NC(=O)COC(=O)[C@@H]1CC(O)CN1S(=O)(=O)c1ccc2c(c1)OCCO2 (stereo not given in full) | 2 | -6 | 1.2 | 0.98 | -5 | -1 | -25 | -2
CCOC(=O)c1c[nH]c(=S)n1C | 3 | 28 | 1.3 | 0.97 | -6 | -3 | -32 | 9
CC(=O)OCC1=C(C(=O)O)N2C(=O)C(NC(=O)C(C)Cn3nc(C)c(Cl)c3C)C2SC1 (stereo not given) | 2 | 20 | 1.1 | 0.98 | 19 | -8 | -6 | 2
Cc1noc(C)c1COc1cccc(C(=O)Nc2ccc(Br)cc2F)c1 | -1 | 2 | 1.1 | 1 | 2 | 7 | -6 | -2
O=C(Nc1cccc(Cl)c1)N(Cc1nc2ccccc2c(=O)[nH]1)Cc1cccs1 | 7 | 16 | 1 | 0.93 | 0 | -7 | -2 | 8
NC(=O)c1ccsc1NC(=O)CSc1nc2ccccc2c(=O)n1CCCO | 0 | -6 | 1.1 | 1 | 2 | -7 | -9 | -7
CCOC(=O)C1=C(COC(=O)c2cccc(Br)c2)NC(=O)NC1C (stereo not given) | 4 | -3 | 0.94 | 0.96 | 4 | -8 | 6 | -4
CC(=O)c1ccc(NC(=S)NCc2ccc(Cl)cc2Cl)cc1 | -6 | 19 | 0.93 | 1.1 | 1 | -5 | 7 | 11
O=C1CC(N2CCN(c3ccccc3)CC2)C(=O)N1c1ccc2c(c1)OCO2 (stereo not given) | -1 | 6 | 1.1 | 1 | 1 | -2 | -10 | -6
CSCCC(NC(=O)c1ccc(Cl)cc1Cl)C(=O)N1CC(C)OC(C)C1 (stereo not given) | -8 | -5 | 1.2 | 1.1 | -2 | -5 | -16 | -1
c1ccc2c(C[C@@H]3CNCCN3CC3CCCCC3)cccc2c1 | 8 | 10 | 0.94 | 0.92 | 0 | 11 | 6 | -8
OCC1C2c3ccccc3C(c3ccccc32)C1CO (stereo not given) | 8 | -3 | 1.1 | 0.92 | 3 | -2 | -8 | 1
Cc1ccccc1OCC(=O)Nc1cc(S(=O)(=O)N2CCCCC2)ccc1N1CCN(C)CC1 | 11 | -2 | 1 | 0.89 | -3 | 3 | -1 | 46*
CCN(C[C@H]1N[C@@](Cc2ccccc2)(C(=O)OC)[C@H]2C(=O)N(C)C(=O)[C@@H]12)C(C)=O | -8 | -9 | 1.2 | 1.1 | -2 | -2 | -21 | -4
Cc1cc(SCC(=O)N(C)c2c(N)n(Cc3ccccc3)c(=O)[nH]c2=O)nc2ccccc12 | -6 | 12 | 1.1 | 1.1 | 1 | -7 | -8 | -4

Whole records, quoted from the list:
`CCN(C[C@H]1N[C@@](Cc2ccccc2)(C(=O)OC)[C@H]2C(=O)N(C)C(=O)[C@@H]12)C(C)=O` reads mIAP inh = -8; PfGluPho inh = -9; hIAP act = 1.2; mIAP act = 1.1; APOBEC3A inh = -2; HKDC1 inhibitor = -2; hIAP inh = -21; ATG4B inh = -4
`OCC1C2c3ccccc3C(c3ccccc32)C1CO` (stereo not given) reads mIAP inh = 8; PfGluPho inh = -3; hIAP act = 1.1; mIAP act = 0.92; APOBEC3A inh = 3; HKDC1 inhibitor = -2; hIAP inh = -8; ATG4B inh = 1
`CC(=O)c1ccc(NC(=S)NCc2ccc(Cl)cc2Cl)cc1` reads mIAP inh = -6; PfGluPho inh = 19; hIAP act = 0.93; mIAP act = 1.1; APOBEC3A inh = 1; HKDC1 inhibitor = -5; hIAP inh = 7; ATG4B inh = 11

Further structures follow.
molecule | mIAP inh | PfGluPho inh | hIAP act | mIAP act | APOBEC3A inh | HKDC1 inhibitor | hIAP inh | ATG4B inh
CC(C)C[C@H](N)C(=O)N1CCC(C(=O)N[C@H](C(=O)NC(C)c2ccccc2)C(C)C)CC1 (stereo not given in full) | 10 | -5 | 1 | 0.9 | -1 | -1 | 0 | -9
CCOC(=O)N1CCC(NC(=O)C(C)n2c3ccccc3c3cnn(C)c(=O)c32)CC1 (stereo not given) | -1 | -5 | 0.94 | 1 | -3 | -4 | 6 | -1
Cc1ccc2c(c1)N(CC(=O)N1CCc3ccccc3C1)C(=O)CO2 | 6 | -9 | 1 | 0.94 | 2 | -11 | 0 | 13
N#CCC(=O)N1CCN(Cc2ccc3c(c2)OCO3)CC1 | 8 | -11 | 0.9 | 0.92 | -4 | -3 | 10 | 0
COc1ccc(NS(=O)(=O)c2ccc(NC(C)=O)cc2)nn1 | -1 | -27 | 1.1 | 1 | 0 | -2 | -10 | 7
O=C1CCCN2N=C(SCC(=O)Nc3cccc(F)c3)SC2=N1 | -8 | 6 | 0.82 | 1.1 | -5 | 5 | 18 | -2
O=C(COc1ccccc1)NC1CCCN(Cc2ccccc2F)C1 (stereo not given) | -10 | -14 | 1.3 | 1.1 | -6 | 2 | -33 | 0
COc1ccc(Nc2nnc(-c3ccccc3)c3ccccc23)cc1C(=O)N1CCCCC1 | 3 | 1 | 0.97 | 0.97 | -1 | -7 | 3 | -10

Part of the list above with just PfGluPho inh, hIAP act and hIAP inh.
Molecule | PfGluPho inh | hIAP act | hIAP inh
COc1ccc(Nc2nnc(-c3ccccc3)c3ccccc23)cc1C(=O)N1CCCCC1 | 1 | 0.97 | 3
N#CCC(=O)N1CCN(Cc2ccc3c(c2)OCO3)CC1 | -11 | 0.9 | 10

(further entries)
molecule | mIAP inh | PfGluPho inh | hIAP act | mIAP act | APOBEC3A inh | HKDC1 inhibitor | hIAP inh | ATG4B inh
CC1CCC/C(=C\Nc2ccc3c(c2)OCO3)C1=O (stereo not given) | 7 | 45 | 0.83 | 0.93 | 8 | 8 | 17 | 0
O=C(Nc1ccc(Oc2c(F)c(F)c(F)c(F)c2F)cc1)OC1CCN2Cc3ccccc3N=C12 (stereo not given) | -1 | -7 | 0.97 | 1 | -1 | 2 | 3 | 10
Cc1ccc(C)c2[nH]c(=O)c(CCNC(=O)c3ccc(S(=O)(=O)N4CCCC4)cc3)cc12 | 3 | 11 | 1.4 | 0.97 | 5 | 10 | -36 | -14
Cc1cccc(NCC(=O)N/N=C\c2ccc[nH]2)c1 | -4 | -3 | 1.1 | 1 | -5 | -1 | -10 | 10
Fc1ccc(OCc2cc(-c3ccccc3)no2)cc1 | -8 | 2 | 1.1 | 1.1 | 1 | 0 | -8 | 8
O=C1NC(c2ccc(Cl)cc2Cl)Oc2ccccc21 (stereo not given) | 2 | -7 | 1.1 | 0.98 | -3 | -3 | -6 | 0
COc1ccc(CN2C(=O)CCC2(C)C(=O)NCc2cccnc2)c(OC)c1 (stereo not given) | 4 | 12 | 0.95 | 0.95 | -4 | -1 | 5 | -12
CC(C)(C)CC(=O)NC(=S)Nc1ccccc1C(F)(F)F | 4 | 11 | 0.97 | 0.95 | -2 | 20 | 3 | 3
COC(=O)c1cc(C(=O)Nc2nnc(C3CC3)s2)cc([N+](=O)[O-])c1 | 4 | 1 | 0.93 | 0.96 | -2 | -1 | 7 | 1
COc1ccc(C(=O)N2N=C3CC(C)(C)OCC3C2c2ccccc2)cc1 (stereo not given) | 1 | -2 | 0.93 | 0.99 | -3 | -16 | 7 | -3
COc1cccc(C(=O)Oc2c(CN3CCOCC3)cc(Cl)c3cccnc23)c1 | 8 | 0 | 1 | 0.92 | 2 | 6 | -3 | -1
Clc1ccc(CSc2nncn2-c2ccccn2)cc1 | 2 | 10 | 1 | 0.98 | -2 | -17 | -3 | -1
C=C(C)c1cccc(C(C)(C)NC(=O)NCC2COCCO2)c1 (stereo not given) | 3 | -13 | 0.95 | 0.97 | 2 | 0 | 5 | -8
Cc1cccc(N(CC(=O)N/N=C/c2ccccc2C(=O)O)S(C)(=O)=O)c1C | 4 | 0 | 1.1 | 0.96 | 0 | -4 | -10 | 7
Cc1ccc(C(C)C)c(OCCNC(=O)c2ccccc2O)c1 | 1 | -6 | 1.2 | 0.99 | -3 | 4 | -16 | 6
Cc1cc(C(=O)Nc2nc3c(C)cccc3s2)c(C)o1 | 6 | -15 | 0.92 | 0.94 | -4 | -12 | 8 | -4
CCCN1C(=O)/C(=C/c2c(NCCCOC(C)C)nc3c(C)cccn3c2=O)SC1=S | 24 | -3 | 0.79 | 0.77 | 1 | -6 | 21 | 4
Cn1c(=O)c2cc(S(=O)(=O)NC(C(=O)N3CCCCCC3)c3ccccc3)ccc2n(C)c1=O (stereo not given) | 8 | -3 | 1 | 0.93 | -2 | 1 | -2 | 4

Screens as filed in PubChem BioAssay.
